GalR3 antag = antagonists of human GalR3 | O60755 | HEK293 GalR3-CNG cAMP membrane potential fluorescence; galR3 body fused to GalR1 C-terminus | inhibition, % at 3 µM | actives 0.44% (n = 360,000) | AID 651719;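 active means inhibition above the screen-wide average plus 3 SD, cut at about 13% in these data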;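 further: forskolin and galanin both at EC90 stimulate the cells; cAMP rise reported by CNG channel membrane potential dye signal; 0% = forskolin plus galanin with DMSO and 100% = forskolin alone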
Target sequence (O60755 1-299 limits assumed): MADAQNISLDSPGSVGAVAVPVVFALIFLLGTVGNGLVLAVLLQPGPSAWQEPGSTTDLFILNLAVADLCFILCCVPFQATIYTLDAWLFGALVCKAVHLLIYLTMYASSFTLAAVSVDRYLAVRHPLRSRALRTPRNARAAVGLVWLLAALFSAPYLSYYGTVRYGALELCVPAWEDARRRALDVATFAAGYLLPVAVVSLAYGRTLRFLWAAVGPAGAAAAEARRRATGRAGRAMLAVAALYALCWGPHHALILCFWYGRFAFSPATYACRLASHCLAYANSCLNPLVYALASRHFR
* hit, by the source's call. Not all compounds are listed. The share of hits here may be higher or lower than overall.

smiles,GalR3 antag
Cc1ccc(NC(=O)CSCC(=O)Nc2ccccc2C(=O)NC2CC2)cc1,-2.7
CS(=O)(=O)c1ccc2nc(NC(=O)CCNC(=O)c3ccc(Cl)cc3)sc2c1,-5.3
O=C(Nc1nnc([C@@H]2C[C@H](O)[C@@H](CO)O2)s1)c1ccc(Oc2ccccc2)cc1,-6.4
COc1ccc(CN(C)C[C@H]2OCCCC[C@H](C)Oc3ccc(NC(=O)CCC(F)(F)F)cc3C(=O)N([C@@H](C)CO)C[C@@H]2C)cc1,-2.2
COc1ccc(C2CC(=O)C(c3ccccc3)=CN2Cc2ccccc2)cc1 (stereo not drawn),-7.3
Cc1cc(NC(=O)NC(=O)c2ccccc2NC(=O)CN)ccc1Oc1ncc(Br)cn1,3.1
Cc1ccccc1NC(=O)COC(=O)c1c(C)nn(-c2ccccc2)c1C,-1.2
COC(=O)c1ccc2nc(-c3ccc(OC)c(OC)c3)c(Cc3ccc(OC)cc3C)n2c1,3.0
COc1ccc(NS(=O)(=O)c2cccc(C(=O)NCc3ccccc3CN3CCOCC3)c2)cc1,-3.2
CCN1C(=O)[C@H]2[C@H]3CN=C(SCc4ccc(C)cc4)N3[C@@](CC)(C(=O)OC)[C@H]2C1=O,-6.0
CN1CCN([C@H]2CS(=O)(=O)N[C@@H]2COCc2ccccc2)CC1,-3.2
C[C@H]1CCCCO[C@H](CN(C)C(=O)C2CCCCC2)[C@@H](C)CN([C@@H](C)CO)C(=O)c2cc(NC(=O)NC3CCCCC3)ccc2O1,-6.6
COc1ccc(NS(=O)(=O)c2cc(NC(=O)CCc3ccc(OC)c(OC)c3)ccc2N2CCOCC2)cc1,-2.7
CC1(c2nnnn2-c2ccc3c(c2)OCCO3)CCC(=O)N1C1CCN(Cc2ccccc2)CC1 (stereo not drawn),2.7
C[C@]12c3[nH]c4ccc(Cl)cc4c3CCN1C(=O)[C@@H](CC(=O)NCCCn1ccnc1)C[C@@H]2C(=O)N1CCOCC1,-0.7
Cc1ccc([C@H]2C[C@H](O)[C@@H](n3cc(-c4ccc(F)cc4)nn3)CN2C(=O)C2CCCCC2)cc1,-2.2
CCOC(=O)c1ccccc1NC(=O)COC(=O)CCNS(=O)(=O)c1cccs1,-4.8
O=C(Nc1ccc(Cl)c(S(=O)(=O)N2CCCCC2)c1)c1ccncc1,-6.8
CC(=O)Nc1ccc(CN(C)c2c(C)nc3ccc(C(=O)NC4CCN(Cc5ccccc5)CC4)cn23)cc1,-6.3
Cc1cccc(C)c1NC(=O)C1(C)CN(S(C)(=O)=O)CC(=O)N1Cc1cccc(F)c1 (stereo not drawn),-8.2
CC(C)NC(=O)C1(C)CCCCCN1C(=O)c1ccc(-c2ccccc2)cc1 (stereo not drawn),1.1
O=S(=O)(Nc1ccc(NS(=O)(=O)c2ccccc2)c(Cl)c1)c1ccccc1,-2.4
COC(=O)c1cc2c(c3c4cc(F)ccc4n(S(=O)(=O)c4cccc(C)c4)c13)C(=O)N(Cc1ccc(C(F)(F)F)cc1)C2,-7.2
Cc1ccn2c(NC3CCCCC3)c(-c3ccc(SC4CCCCC4)cc3)nc2c1,-4.8
COc1ccc2[nH]c3c(c2c1)CCN1C(=O)C(CC(=O)NCCN2CCOCC2)C[C@H](C(=O)N2CCOCC2)[C@@]31C (stereo partly drawn),-4.7
CCc1nc2c(OCc3ccccc3OC)cccn2c1N(C)C(=O)C(C)C,-7.1
COCC1CCN(C(=O)c2cc(COc3ccc(F)cc3Cl)on2)C1 (stereo not drawn),-1.4
COc1cc(OC)cc(C(=O)NCC(=O)NCCN2C(=O)S/C(=C\c3ccc4c(c3)OCO4)C2=O)c1,13.0*
CCOC(=O)[C@]12CCC=C1N(Cc1ccco1)C(=O)[C@H](CC(=O)N1CCN(C(=O)C3CC3)CC1)C2,-6.0
O=C(CCc1ccccc1)Nc1cc(S(=O)(=O)N2CCOCC2)ccc1N1CCCC1,-4.0

Further results.
smiles,GalR3 antag
CCCCCCCCN1C(=O)[C@H](CC(=O)N2CCN(C(=O)C3CC3)CC2)C[C@@]2(C(=O)OCC)CCCC=C12,-6.1
CC(C)C[C@@H](CNCC(=O)[C@H](Cc1c[nH]c2ccccc12)NC(=O)c1[nH]cnc1C(=O)N[C@@H](C)CN)NC(=O)c1nc[nH]c1C(=O)N[C@@H](CC(=O)O)C(=O)O,-5.5
OCC1OC(c2ccccc2)OC2COC(c3ccccc3)OC12 (stereo not drawn),-5.2
C[C@H]1CN([C@@H](C)CO)C(=O)CCCn2nncc2CO[C@@H]1CN(C)Cc1ccncc1,-7.5
CC(=O)c1ccc(OCC(=O)Nc2ccc3c(c2)OCO3)cc1,-3.7
CCOC(=O)[C@]12CCCC=C1N(Cc1ccc(Cl)cc1Cl)C(=O)[C@H](CC(=O)NCC13CC4CC(CC(C4)C1)C3)C2,-3.5
O=C(NCc1cc(Cl)cc(Cl)c1)c1csc([C@@H]2C[C@H](O)[C@@H](CO)O2)n1,-1.5
COc1ccc(-c2csc(C(O)(c3ccccc3)C(F)(F)F)n2)cn1 (stereo not drawn),-1.3
CC(C)C[C@@H]1COc2cccc(N3CCSCC3)c2S(=O)(=O)N1,-1.0
O=C(O)c1cccc2c1-c1ccc(Cl)cc1C2=O,-2.4
CN(C)c1ccc(C=c2c3ccccc3n3c2c2c([n+]3C)CCCC2)cc1,80.6*
COC(=O)[C@]12C[C@H](CC(=O)N3CCOCC3)C(=O)N(Cc3ccccc3)C1=C[C@H](C1CCCC1)O[C@@H]2C,4.1
CCN(C(=O)CSc1nnc(NCCOC)s1)c1c(N)n(Cc2ccccc2)c(=O)[nH]c1=O,-7.1
COCCN1C(=O)CCC1(C)C(=O)NC(C)(C)C (stereo not drawn),-5.8
O=C(NC(Cc1c[nH]c2ccccc12)C(=O)O)c1cccc(S(=O)(=O)N2CCCCC2)c1 (stereo not drawn),-6.0
Cc1cc(-n2c(C)cc(C(=O)COc3cccnc3[N+](=O)[O-])c2C)no1,0.2
CCCC(=O)N1CCC1(C)C(=O)Nc1ccc2c(c1)CCN2C(C)=O (stereo not drawn),-1.4
CCN(CC)S(=O)(=O)c1ccc(NC(=O)C2CC(=O)N(c3ccc4c(c3)OCCO4)C2)cc1 (stereo not drawn),-6.9
NS(=O)(=O)c1ccc(N2CCN(C(=O)C3COc4ccccc4O3)CC2)nc1 (stereo not drawn),-3.2
O=C(NCCO)c1cccc(-c2cnc3c(Nc4cccc(OC(F)(F)C(F)F)c4)nccn23)c1,-8.8
COc1cc(OC)c2c(-c3ccccc3)cc(C3CCCCC3)nc2c1,-7.1
Nc1ccn([C@@H]2O[C@H](CNC(=O)[C@@H](Cc3cn(COCc4ccccc4)cn3)NC=O)[C@@H](O)[C@H]2O)c(=O)n1,-4.3
CCCCNC(=O)C[C@@H]1C[C@@]2(C(=O)OC)CCCCC=C2N(CCC2=CCCCC2)C1=O,-8.5
CCCCCC(=O)N1C[C@@H](n2cc(-c3ccc(F)cc3)nn2)[C@H](O)C[C@@H]1c1ccc(OC)cc1,-7.7
Cc1ccccc1NC(=O)Nc1nc(C2CCC(=O)N2)cs1 (stereo not drawn),-6.0
O=C(NCc1cccs1)[C@@H]1CCCN1S(=O)(=O)c1ccccc1F,-5.0
O=C1c2ccccc2C(c2nnnn2-c2ccc3c(c2)OCCO3)N1Cc1ccccc1 (stereo not drawn),-6.4
COCCN1C(=O)[C@H]2C[C@@]13O[C@H](c1ccccn1)N=C3CC1c3ccccc3C[C@@]12C (stereo partly drawn),-5.7
CCOC(=O)N1CCc2cc(OC)c(OC)c3c2c1cc1cc(OC)c(OC)cc13,-5.4
O=C1OCCN1C(=O)[C@H]1[C@H](c2ccc(F)cc2)C(c2cccc(Cl)c2)=NN1c1ccccc1,-2.2

Grouped by structure: the compounds so far containing a COOH group
smiles,GalR3 antag
CC(C)C[C@@H](CNCC(=O)[C@H](Cc1c[nH]c2ccccc12)NC(=O)c1[nH]cnc1C(=O)N[C@@H](C)CN)NC(=O)c1nc[nH]c1C(=O)N[C@@H](CC(=O)O)C(=O)O,-5.5
O=C(O)c1cccc2c1-c1ccc(Cl)cc1C2=O,-2.4
O=C(NC(Cc1c[nH]c2ccccc12)C(=O)O)c1cccc(S(=O)(=O)N2CCCCC2)c1 (stereo not drawn),-6.0

Further compounds
smiles,GalR3 antag
Cc1cc(C(=O)COC(=O)Cc2c(F)cccc2Cl)c(C)n1C,-5.1
CC1(C(=O)NS(=O)(=O)c2ccccc2Cl)CCN1C(=O)CCc1cccs1 (stereo not drawn),4.6
Nc1nc(-c2ccc([N+](=O)[O-])cc2)cc(=O)[nH]1,-1.6
OC[C@H]1O[C@@H](c2nc(-c3ccc(CN4CCOCC4)cc3)no2)[C@H](O)[C@@H](O)[C@H]1O,-4.1
O=C(Nc1c(F)c(F)c(F)c(F)c1F)c1ccc(Br)o1,-5.1
Cc1ccc(S(=O)(=O)N2CCC(C(=O)N3CCc4ccccc43)CC2)cc1C,-5.6
CCCCNC(=O)C1(C)CCCCN1C(=O)c1ccno1 (stereo not drawn),-6.3
CCCCCc1c(-c2ccc(Br)cc2)ncn1CCc1ccccc1OC,-6.5
Cc1sc2ccccc2c1CNC[C@H]1O[C@@H](n2ccc(N)nc2=O)[C@H](O)[C@@H]1O,-1.0
CCN(Cc1cccs1)C(=O)CN1CCN(S(=O)(=O)c2ccc3c(c2)OCCCO3)CC1,5.4
CCCCNC(=O)C1c2ccccc2OCC(=O)N1CCc1ccccc1 (stereo not drawn),-5.9
CCCCN1C(=O)C(CC(=O)NCCN2CCOCC2)CC(C(=O)N(C(C)C)C(C)C)=C1C (stereo not drawn),-8.2
COc1ccccc1N1CCN(c2ccc3c(c2)S(=O)(=O)c2cccc(C(=O)NCc4ccc(F)cc4)c2C3=O)CC1,-6.4
CCC(c1nc2ccccc2[nH]1)n1c(-c2cnccn2)nc2ccccc21 (stereo not drawn),-4.5
CCOc1ccc(C(=O)COC(=O)Cn2[nH]c(=O)c3ccccc3c2=O)cc1,-7.3
CC(C)(C)OC(=O)N(CCc1ccccc1)Cc1cccc(OCc2cccc(NC(=O)C3CCCC3)c2)c1,-7.0
CC1(C(=O)NS(=O)(=O)c2ccccc2C(F)(F)F)CCN1C(=O)CCc1cccs1 (stereo not drawn),-7.8
N#CCCN(C(=S)Nc1ccc(S(=O)(=O)N2CCOCC2)cc1)c1ccccc1F,-1.4
CC[C@]12c3[nH]c4ccc(OC)cc4c3CCN1C(=O)C(CC(=O)NC/C=C(\C)CCC=C(C)C)C[C@@H]2C(=O)N1CCN(C(=O)c2ccco2)CC1 (stereo partly drawn),-7.7
Cc1cccc(NC(=O)c2ncn3c2C(=O)NC[C@@H]3C)c1,-4.3
NC(Cc1ccc(F)cc1)c1csc(Nc2ccc(C(=O)c3ccccc3)cc2)n1 (stereo not drawn),-8.0
C=CCNc1ncnc2c1ncn2[C@H]1CN(CCOC)C[C@@H](CO)O1,-8.0
CN(C)c1ccc(-c2ccnc3c2CC(C)(C(=O)Nc2ccc(Cl)cc2)O3)cc1 (stereo not drawn),-9.4
CC(C)C[C@@H](CN1CCC[C@H]1CN1C(=O)C(=O)NC[C@@H]1Cc1ccc(O)cc1)N1C[C@H](Cc2ccccc2)N(CC2CCCCCC2)C(=O)C1=O,-5.0
COC1=CC(=O)OC(c2ccc(OC)cc2)C1 (stereo not drawn),-4.6
CC(=O)Nc1ccc(S(=O)(=O)N[C@@H](C)C(=O)OCC(=O)Nc2ccc3c(c2)OCCO3)cc1,-3.2
COc1ccc(NC(=O)c2cc(C3CCCCN3C(=O)OCC(C)C)on2)c(C)c1 (stereo not drawn),-4.8
Cn1nc(C(=O)NNC(=O)c2ccccc2Br)c2ccccc2c1=O,-0.5
Cn1cc(-c2cnc3c(NC=O)cc(-c4cccc(C(F)(F)F)c4)cn23)cn1,-8.0
CCCCSc1nc2c([nH]1)c(=O)n(C)c(=S)n2C,-3.2

Overlap with the part before: three entries; new compounds follow.
smiles,GalR3 antag
Cn1nc(C(=O)NNC(=O)c2ccccc2Br)c2ccccc2c1=O,-0.5
Cn1cc(-c2cnc3c(NC=O)cc(-c4cccc(C(F)(F)F)c4)cn23)cn1,-8.0
CCCCSc1nc2c([nH]1)c(=O)n(C)c(=S)n2C,-3.2
COCCCn1cnn2c(=O)c3ccccc3nc2c1=O,-1.3
COC(=O)C1=C(C)N(Cc2ccc(C(F)(F)F)cc2)C(=NCC2CC2)NC1c1cccc(Cl)c1 (stereo not drawn),-5.8
COC(=O)c1ccc2cc(OC)c(OC)cc2c1,-2.1
Cc1nc2c(OCc3cccc(Cl)c3)cccn2c1N(C)Cc1cccs1,-3.1
CC(=NC1CCCCC1)c1ccc(O)cc1O,-3.7
CCc1cc2c(nc1CC)CCCN2Cc1ccc(Br)cc1,-6.2
Cc1ccc(C(NC(=O)C2CCN(Cc3ccc(Oc4ccccc4)cc3)CC2)c2ccccn2)cc1 (stereo not drawn),-4.5
O=C(OCc1ccccc1)N1CCC2CC1c1cc(Cl)ccc12 (stereo not drawn),-6.7
COc1cc(C(=O)N(C)C2CCCCC2)cc(OC)c1OC,-4.1
C=CCn1nc(C(=O)Nc2ccc(OC)cc2)cc1-c1sc(NC(=O)c2ccccc2)nc1C,-5.1
CC1CC(C)(C)C2=NCCN21 (stereo not drawn),3.3
CN(Cc1ccccc1)c1nccn2ccnc12,-1.3
CC(C)CN1C(=O)CSCC1(C)C(=O)NCc1ccccc1 (stereo not drawn),-2.7
C[C@@H]1CN([C@@H](C)CO)C(=O)CCCn2nncc2CO[C@H]1CN(C)C(=O)Nc1ccc(-c2cccs2)cc1,-3.0
COC1=CC(=O)C=C(OC)C1(O)CC(C)=O,12.1
